Growth percent in the NCI-60 one-dose screen (48 h, 10 µM unless noted): 100 = growth as untreated, 0 = no growth, -100 = all killed.
HL-60(TB): HL-60(TB) leukemia cells. 78,000 compounds, 9% hits; active = growth percent below 10
An asterisk follows results filed as active; & = joins results of further samples; [ ] = dose if it differs, or a comment. Some of the compounds tested; the hit share may differ from the screen's.

cpd	smiles	HL-60(TB)
1	CC[C@]1(O)C[C@@H]2CN(CCc3c([nH]c4ccccc34)[C@@](C(=O)OC)(c3cc4c(cc3OC)N(C)[C@H]3[C@@](O)(C(N)=O)[C@H](O)[C@]5(CC)[C@@H]6C[C@@H]6CN6CC[C@]43[C@@H]65)C2)C1	-3.3*
2	CNC1=C([N+](=O)[O-])C(c2cccc(O)c2)C(C#N)=C(c2cccs2)O1 (stereo unspecified)	102
3	C=CCOC(=O)c1ccc(OC)cc1	88
4	COc1cc(/C=C\c2cc(OC)c(OC)c(OC)c2)cc(NS(=O)(=O)c2cccc(Cl)c2)c1OC	4.5*
5	O=C1N(Cc2ccccc2)C=C(S(=O)(=O)c2ccccc2)C2=NCCN12	111
6	c1ccc(COCC[P+](c2ccccc2)(c2ccccc2)c2ccccc2)cc1	-52*
7	COC[C@@H](CC(C)C)N=C1NC(=O)/C(=C/c2ccc3ncoc3c2)N1	1.0*
8	C=CCSc1nc2ccc(C)cc2cc1/C=N/O	83
9	C1=C(c2ccccc2)C2CCCCC2C1 (stereo unspecified)	97
10	O=[N+]([O-])/C=C/c1ccco1	63
11	CC1Cc2c(Cl)ncnc2N2CCc3cccc1c32 (stereo unspecified)	106
12	O=c1c2ccccc2nc(-c2ccccc2)n1O	107
13	c1nc(C2OCCO2)sc1CN1CCCCC1	128
14	COc1ccc2ccccc2c1C=O	94&80
15	CCOC(=O)c1c2ncccc2n2c(=O)n(-c3ccc(Cl)cc3)nnc12	80
16	C[C@H]1OC(=O)/C=C/[C@@H](O)[C@@H](O)CCCCCCCC[C@@H]1O	100
17	NNCCc1ccc(NC(=O)CCCc2ccc(C(=O)Nc3ccccc3N)cc2)cc1	33
18	OC(c1cc(-c2cccc(Cl)c2)nc2ccccc12)C1CCCCN1 (stereo unspecified)	-63*
19	COC(=O)C1=Nc2ccc(F)cc2/C1=C/c1sc(=S)[nH]c1O	-29*
20	N/C(=N\c1nc(-c2cccc([N+](=O)[O-])c2)cs1)NC(=O)Nc1ccc(Br)cc1	102
21	CCC(=O)Oc1cc(C(C)C)ccc1C	109
22	COc1ccc(Nc2ncnc3c2c(C)nn3-c2ccccc2)cc1	89
23	COC1=CC2C(O)c3ccccc3N3C(=O)CCC23C=C1 (stereo unspecified)	123
24	CS(=O)(=O)c1ccc(-c2nn(-c3ccccc3)cc2/C=N/NC(=O)c2ccccc2)cc1	88
25	O=C1OCC2=C1C(c1cccc(Cl)c1)c1cc3c(cc1N2CCO)CCC3 (stereo unspecified)	-26*
26	COc1cccc(NC(=O)N2CCCN(c3nc(-c4ccc(C)cc4)nc4ccccc34)CC2)c1	98
27	COc1ccc(N=C2NN=C(c3c[nH]c4ccccc34)CS2)cc1OC	47
28	CS(=O)(=O)Nc1ccc(C(=O)N/N=C/c2ccc(O)cc2)cc1	100
29	O=S(=O)(NCC[C@@H]1C[C@H]1c1ccc2ccccc2c1)C(F)(F)F	96
30	CC(C)Nc1ncnc2c1cnn2C	75
31	C=C1CC[C@@H]2[C@](C)(COC(C)=O)[C@H](OC(C)=O)CC[C@@]2(C)[C@@H]1CC(NCCCCCCCCCCCCCCCCCC)C1=CCOC1=O (stereo partly specified)	100
32	COc1ccc(/C(=N\O)c2cc(C)c(OC)c(C)c2)cc1O	-18*
33	CS(=O)(=O)Nc1cc(-c2ccc3ncnc(Nc4ccc5c(cnn5Cc5ccccn5)c4)c3c2)cnc1Cl	56
34	COc1ccc(-c2nn(C(=O)NCCN(C)C)cc2-c2ccncc2)cc1Cl	10
35	CCCCCCCCc1ccc(C(=O)Nc2ccc(C)cc2OP(=O)(O)O)cc1	110
36	O=C(Nc1ccc2[nH]ncc2c1)c1csc(Nc2ccccc2)n1	9.4*

5 compounds picked at random from the list so far:
cpd	smiles	HL-60(TB)
35	CCCCCCCCc1ccc(C(=O)Nc2ccc(C)cc2OP(=O)(O)O)cc1	110
31	C=C1CC[C@@H]2[C@](C)(COC(C)=O)[C@H](OC(C)=O)CC[C@@]2(C)[C@@H]1CC(NCCCCCCCCCCCCCCCCCC)C1=CCOC1=O (stereo partly specified)	100
36	O=C(Nc1ccc2[nH]ncc2c1)c1csc(Nc2ccccc2)n1	9.4*
30	CC(C)Nc1ncnc2c1cnn2C	75
34	COc1ccc(-c2nn(C(=O)NCCN(C)C)cc2-c2ccncc2)cc1Cl	10

The list continues.
cpd	smiles	HL-60(TB)
37	Brc1ccc(-c2csc(N/N=C/c3cccs3)n2)cc1	90
38	N#Cc1c(N2CCCC2)nc2sc3cc(Cl)ccc3n2c1=N	130
39	C=C1C(=O)O[C@H]2[C@H]1CC/C(COC(=O)c1cc3ccccc3o1)=C\CC[C@@]1(C)O[C@@H]21	-2.9*
40	CCOC(=O)C(C(=O)OCC)c1cc(NC(=O)c2ccccc2)ccc1NC(=O)c1ccccc1	74
41	CC(C)=CCC[C@](C)(O)[C@H]1CC[C@]2(C)[C@@H]1CC[C@@H]1[C@@]3(C)C/C(=C/c4ccc(C=O)cc4)C(=O)C(C)(C)[C@@H]3CC[C@]12C	146
42	c1ccc(CCOC(c2ccccc2)(c2ccccc2)c2ccccc2)cc1	77
43	COc1cccc2c1C(=O)c1c(O)c3c(c(O)c1C2=O)C[C@@](O)(/C(C)=N/NC(=O)c1cccc([N+](=O)[O-])c1)C[C@@H]3OC1CC(N)C(O)C(C)O1 (stereo partly specified)	-45*
44	CCOC(=O)c1noc2c1CCc1cn(Cc3cccc(OC)c3)cc1-2	76
45	CCOc1ccc2nc(C)cc(Nc3ccc(S(=O)(=O)Nc4nccs4)cc3)c2c1	97
46	CCCCCCCCCCCCCCCCCC(=O)Oc1ccc(OCc2ccccc2)cc1	108
47	O=Cc1cc([N+](=O)[O-])ccc1Cl	63
48	CCOC(=O)Cn1c(-c2nonc2NC(=O)c2ccccc2F)nc2ccccc21	35

Some of the entries so far, as labelled records.
46: CCCCCCCCCCCCCCCCCC(=O)Oc1ccc(OCc2ccccc2)cc1
  HL-60(TB): 108

40: CCOC(=O)C(C(=O)OCC)c1cc(NC(=O)c2ccccc2)ccc1NC(=O)c1ccccc1
  HL-60(TB): 74

38: N#Cc1c(N2CCCC2)nc2sc3cc(Cl)ccc3n2c1=N
  HL-60(TB): 130

47: O=Cc1cc([N+](=O)[O-])ccc1Cl
  HL-60(TB): 63

(list continues)
cpd	smiles	HL-60(TB)
49	COc1cc(CN2CCO[C@H](COc3cccc(F)c3)C2)ccc1Cl	26
50	CCCCCCCCCC(=O)OCCCC(CCC(CCC1CCCO1)OC(=O)CCCCCCCCC)OC(=O)CCCCCCCCC (stereo unspecified)	87
51	O=C(c1cccc(O)c1O)c1cn(Cc2ccc(F)cc2)c2cccc(O)c12	-33*
52	N#CCCCCCBr	95
53	COC(=O)c1c2c(c(C)[n+]([O-])c1C)C(=O)C=C(NCc1ccc(F)c(F)c1)C2=O	-24*
54	O=C1C(Cl)=C(NCCCCCCNC2=C(Cl)C(=O)c3ccccc3C2=O)C(=O)c2ccccc21	56
55	Oc1ccc(-c2nccs2)cc1	94
56	COc1cc2nc(-c3ccc(Cl)cc3)cc(OCCN3CCCC3)c2cc1OC	94
57	Cc1cccnc1F	98
58	COc1cc(C2=NN(C(C)=O)C(c3cn(S(=O)(=O)c4cccc5cccnc45)c4ccccc34)O2)cc(OC)c1OC (stereo unspecified)	79
59	CCOC(=O)c1ccc(N=Cc2sc(=O)[nH]c2O)cc1	101
60	CCN1C(=S)N(CC)C2C1NN=c1s/c(=C3\C(=O)N(C(C)C)c4ccccc43)c(=O)n12 (stereo unspecified)	83
61	N#CCCNc1ccc(-c2ccccc2)cc1	106
62	COc1cc2cc3cc4cc(OC)c(OC)cc4c(C)[n+]3cc2cc1OC (tested in a mixture with another compound)	33
63	O=c1cc(CO)[nH]c(=O)[nH]1	92
64	COc1ccc(-c2[nH]nc(N)c2-c2cc(OC)c(OC)c(OC)c2)cc1	-35*
65	N#Cc1c(Nc2ccc(Cl)cc2)n[nH]c1-c1cccs1	98
66	COc1cc2c(c(OC)c1OC)C(=O)CC(c1cccc(C(=O)Nc3cccc([N+](=O)[O-])c3)c1)O2 (stereo unspecified)	51
67	COc1cc(/C=N\NC(=O)c2ccc(-c3nc4ccc(C)cc4[nH]3)cc2)cc(OC)c1OC	93
68	C1Cc2[nH]nc(-c3n[nH]c4c3CCC4)c2C1	85
69	CCOc1ccc(-c2nc(NC(=O)c3cccc(S(C)(=O)=O)c3)sc2C)cc1	92
70	CCCCc1oc2ccc([N+](=O)[O-])cc2c1C(=O)c1ccc(C#Cc2ccc(F)cc2)cc1	77
71	COc1ccc(C(=O)N/N=C/c2cc(Br)ccc2OC)cc1	98
72	Cc1cc(C)c(Br)c(C)c1	106
73	Cc1c2ccccc2nc(CSc2ccccc2)[n+]1[O-]	100
74	CCC(C)[C@@H]1N[C@]2(C(=O)Nc3ccccc32)[C@@H](c2ccc(F)cc2)[C@@H]1C(=O)c1ccc(O)cc1 (stereo partly specified)	105
75	COc1ccc2c(c1)oc1c(C)c3c(c(C)c12)C(=O)NC3=O	79
76	CCCCCCCCOP(=O)(OCCCCCCCC)C(O)C(Cl)(Cl)Cl (stereo unspecified)	94
77	COc1cc(-c2nc(-c3ccccc3)[nH]c2-c2ccnc(NCCCNS(=O)(=O)c3ccc(C)cc3)n2)ccc1F	93
78	COc1ccccc1Nc1nc(-c2cc3cccc(C(F)(F)F)c3oc2=O)cs1	-5.6*
79	CCc1cccc(CC)c1N1C(=O)COCC1=O	87
80	O=C(CI)OCC(COC(=O)CI)OC(=O)CI	53
81	CCOP(=S)(N1CC1C)N1CC1C (stereo unspecified)	84
82	CC(=O)CC(=O)NC1CCCCCC1	69
83	O=C(COc1ccc(Cl)cc1)N1N=C(c2ccccc2)CC1(O)c1cc(F)c(Cl)cc1Cl (stereo unspecified)	94
84	CC(=O)Oc1ccccc1C(=O)NCCC[Se]C#N	5.1*
85	Cc1ccc(NC(=O)NNC(=O)/C=C/c2cn(-c3ccccc3)nc2-c2ccc(Cl)cc2)cc1	79
86	S=P(NCCSCc1ccccc1)(N1CC1)N1CC1	88
87	COc1ccc(C(=O)Nc2ccccc2)cc1N	97
88	COc1ccc(-c2nc3sccn3c2-c2ccnc(NCCCNS(=O)(=O)c3ccccc3)n2)cc1	80
89	COc1ccc(-n2c(SCc3n[nH]c(=S)n3C(=O)c3ccccc3)nc3cc(OC)c(OC)cc3c2=O)cc1	97
90	COc1ccc(-c2nc(Cl)c3c(C)nn(-c4ccc(F)cc4)c3n2)cc1	98
91	Nc1ncnc2c1C(c1ccc([N+](=O)[O-])cc1)c1sc3c(F)cccc3c1O2 (stereo unspecified)	97
92	OC(c1ccccc1)(c1ccccc1)c1ccccc1-c1ccccc1	82
93	Cc1cccc2c(=O)c3c(sc12)c(NCCCN)nc1ccccc13	-35*
94	C#CCC[C@H](N)C(=O)O	101[20 µM]
95	CC(C)c1ccc2c(c1)CC[C@H]1[C@](C)(C#N)CCC[C@]21C	123
96	S=C(NCc1ccccc1)N1CCC(CCCC2CCN(C(=S)NCc3ccccc3)CC2)CC1	90
97	CCN(CC)CCCC(C)Nc1c(C)cnc2c(OC)cccc12 (stereo unspecified)	116
98	c1ccc(Cn2cc(-c3ccco3)c3ncnc(N4CCOCC4)c32)cc1	112
99	N#Cc1c(-c2cccs2)cc(-c2cnccn2)nc1SCC(=O)NN	67
100	c1ccc(CCN2CCCC2)nc1	90
101	COc1cc2c3c(n(CCCNCCO)c(=O)c2cc1OC)-c1nc2c(cc1C3=O)OCO2	38
102	O=C(NCCCCC(NC(=O)c1ccccc1)C(=O)O)OCc1ccccc1 (stereo unspecified)	95
103	CC(O)c1ccc(Br)cc1 (stereo unspecified)	103
104	CN(C)[C@@H]1C(=O)C(C(=O)NCN2CCCC2)=C(O)[C@@]2(O)C(=O)C3=C(O)c4c(O)cccc4[C@@](C)(O)[C@H]3C[C@@H]12	108
105	O=C(Cc1ccc(F)c(F)c1)Nc1cc(C2(C(F)(F)F)CC2)nn1Cc1ccccc1	12
106	NC(N)=NNS(=O)(=O)c1ccc(Nc2ncnc3ccc(NC(=O)c4ccccc4)cc23)cc1	95
107	c1ccc2cc(OCCOCCOc3ccc4ccccc4c3)ccc2c1	77
108	CC1CC(c2ccc(N(C)C)cc2)=NN1c1nc(O)c(C2=c3ccccc3=NC2=O)s1 (stereo unspecified)	100

A draw from above in order of number of heavy atoms, descending.
cpd	smiles	HL-60(TB)
104	CN(C)[C@@H]1C(=O)C(C(=O)NCN2CCCC2)=C(O)[C@@]2(O)C(=O)C3=C(O)c4c(O)cccc4[C@@](C)(O)[C@H]3C[C@@H]12	108
106	NC(N)=NNS(=O)(=O)c1ccc(Nc2ncnc3ccc(NC(=O)c4ccccc4)cc23)cc1	95
108	CC1CC(c2ccc(N(C)C)cc2)=NN1c1nc(O)c(C2=c3ccccc3=NC2=O)s1 (stereo unspecified)	100
100	c1ccc(CCN2CCCC2)nc1	90

(continued)
cpd	smiles	HL-60(TB)
109	CC(C)(C)OC(=O)N1CCN(S(=O)(=O)/N=C2\NC(=O)NC2=C(Cl)Cl)CC1	40
110	Cc1noc(C)c1CN1CCN2C(=O)c3ccc(-c4ccccc4)cc3OCC[C@@H]3CC[C@H](O)[C@@H](CNC(=O)[C@@H]2C1)O3	106
111	O=C(O)c1cc(Cl)cc(Cl)c1O	89
112	COc1ccc(C(=O)Nc2ccc(Oc3cc4cc(OC)c(OC)cc4nc3C)cc2)cc1OC	94
113	C[C@]12CC[C@H](O)CC1=CC[C@@H]1[C@@H]2CC[C@]2(C)C(=O)CC[C@@H]12	85
114	Cc1oc(-c2ccc(Cl)cc2Cl)cc1C(=O)Nc1nccs1	97
115	O=C(CCCn1c(O)c(/C=C2\C=Nc3ccccc32)sc1=S)NCCc1ccc(O)cc1	97
116	S=c1nc[nH]c2c1ncn2C1C=CCCC1 (stereo unspecified)	99
117	CC(C)(C)n1nc(C2CC2)c(Br)c1NC(=O)c1ccc(Cl)cc1	102
118	C=C(C=O)C1CCC2(C(=O)O)CCC3(C)C(CCC4C5(C)CCC(O)C(C)(C)C5CCC43C)C12 (stereo unspecified)	6.4*
119	N#C/C(=C\c1cc2ccccc2nc1Cl)C(=O)c1cn(Cc2ccccc2)c2ccc(F)cc12	98
120	COc1nc2ccc(OCc3ccccc3)cc2cc1-c1nc2c(cnn2-c2ccc(Br)cc2)c(=O)[nH]1	103
